GC-B act: human GC-B receptor activators, primary screen, HEK293 GC-B cells, cGMP TR-FRET, EC30 CNP | Atrial natriuretic peptide receptor 2 (Homo sapiens), P20594 | 0% at EC30 CNP, 100% saturating CNP | activation, % at 10 µM | actives 0.11% (n = 370,000) | AID 1920062, 2024;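 active = activation at 10 µM reaching about 35% in either raw or pattern-adjusted values, limit read from the data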
GAA850 FXN act: FXN promoter activators, primary screen, cell-based, luciferase luminescence, HEK293 lucGAA850. actives 0.56% (n = 360,000). AID 540364, 2011. activation, % at 6 µM. HEK293 lucGAA850 FXN promoter luciferase reporter, 24 h; percent of 10 µM SAHA response;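 active = activation above the average of all compounds screened plus 3 SD, cutoff fixed separately per campaign, cut at about 7.5% in these data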;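 also: 0% = DMSO wells and 100% = 10 µM SAHA wells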
DAX1 inh-1: DAX1 (NR0B1) inhibitors on StAR promoter, primary screen, cell-based, luminescence, SF-1 (NR5A1), full-length DAX-1 | HEK293T StAR-luciferase reporter, SF-1/DAX-1 repression relief | inhibition, % at 6.8 µM | actives 1.1% (n = 370,000) | AID 652010, 2013;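 active = inhibition above the mean over all tested compounds plus 3 SD, cut at about 3.6% in these data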;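 also: 0% = DAX-1 cells with DMSO and 100% = cells lacking DAX-1 with DMSO; higher inhibition means more luminescence from relief of DAX-1 repression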
hcDAF12 agonist: H. contortus DAF-12 nuclear receptor activators, primary screen, cell-based, luminescence, HEK293, lit1-tk-luc reporter | HEK293 hcDAF-12 lit1-tk-luc reporter; 0% DMSO, 100% Δ7-dafachronic acid | activation, % at 6.8 µM | actives 1.4% (n = 370,000) | AID 652067, 2013;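 active = activation above the mean of all tested compounds plus 3 SD, cut at about 5.5% in these data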;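 also: 100% = response to 3 µM Δ7-dafachronic acid high control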
ssDAF-12 act: S. stercoralis DAF-12 nuclear receptor activators, primary screen, cell-based, luminescence, HEK293, GRIP1 co-expression, lit1-tk-luc. Nuclear hormone receptor DAF-12 (Strongyloides stercoralis). HEK293 ssDAF-12/GRIP1 lit1-tk-luc reporter; % of 3 µM dafachronic acid response. activation, % at 6.8 µM. actives 1% (n = 370,000). AID 652126, 2013;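 active = activation above the mean over all tested compounds plus 3 SD, cut at about 0.9% in these data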;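 also: 0% = DMSO-only wells and 100% = 3 µM delta7-dafachronic acid wells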
KLK7 zymogen act: proKLK7 zymogen activators, primary screen, biochemical, fluorescence intensity | Kallikrein-7 (Homo sapiens), P49862 | purified proKLK7, EDANS-DABCYL substrate fluorescence; 100% is mature enzyme control, 0% vehicle | activation, % at 7 µM | actives 0.9% (n = 370,000);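 active = activation above the mean of all tested compounds plus 3 SD, computed per campaign excluding outliers beyond control limits, cut at about 13% in these data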
Target sequence (P49862 whole entry, looked up): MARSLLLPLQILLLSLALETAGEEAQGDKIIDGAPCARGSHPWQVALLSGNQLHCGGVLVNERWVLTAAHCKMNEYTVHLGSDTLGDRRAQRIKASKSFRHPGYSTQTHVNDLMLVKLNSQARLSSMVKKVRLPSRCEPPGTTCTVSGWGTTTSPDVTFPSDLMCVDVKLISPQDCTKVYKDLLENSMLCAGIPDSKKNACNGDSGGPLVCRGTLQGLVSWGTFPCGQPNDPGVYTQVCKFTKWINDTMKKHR
DAX1 inh-2: DAX1 (NR0B1) inhibitors, primary screen, cell-based, HEK293, Gal4-DAX1, luciferase luminescence; AID 504766, 2011; inhibition, % at 6.75 µM; actives 0.99% (n = 340,000); Nuclear receptor subfamily 0 group B member 1 (Homo sapiens), P51843; HEK293 Gal4-DAX1 luciferase reporter;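 active = inhibition above the mean over all tested compounds plus 3 SD, cut at about 4.2% in these data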;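 also: 0% = DAX1-transfected cells with DMSO and 100% = empty-vector control cells with DMSO; inhibition shows as a rise in luminescence from relieved DAX1 repression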
Target sequence (P51843 207-470 limits assumed): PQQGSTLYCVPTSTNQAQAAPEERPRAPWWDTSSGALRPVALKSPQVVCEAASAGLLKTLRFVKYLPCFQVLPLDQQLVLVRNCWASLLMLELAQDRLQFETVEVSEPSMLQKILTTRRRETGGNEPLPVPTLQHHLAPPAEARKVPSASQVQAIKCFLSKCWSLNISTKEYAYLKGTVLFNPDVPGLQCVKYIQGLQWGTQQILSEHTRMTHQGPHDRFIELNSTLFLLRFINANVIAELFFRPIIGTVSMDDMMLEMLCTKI
hgDAF-12 ag: H. glycines DAF-12 receptor agonists, primary screen, cell-based, luminescence, HEK293, GAL4 fusion, UAS-luciferase; activation, % at 6.8 µM; HEK293 GAL4-hgDAF12 UAS-luciferase reporter, agonist luminescence; normalized to butyrate control; actives 1.8% (n = 370,000); AID 687014, 2013;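 active = activation above a cutoff set at the mean of all screened compounds plus 3 SD, cut at about 10% in these data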;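 also: 0% = DMSO wells and 100% = sodium butyrate wells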
GC-A act: GC-A stimulated cGMP production enhancers – HEK293 GC-A cells, cGMP TR-FRET, EC30 ANP, primary screen; Atrial natriuretic peptide receptor 1 (Homo sapiens), P16066; 0% at EC30 ANP, 100% saturating ANP; activation, % at 10 µM; actives 0.14% (n = 370,000); in the data active = activation above about 40%
SMARCA2 activ: SMARCA2 (BRM) function activators, primary screen, cell-based, luminescence, high throughput; AID 652017, 2013; MG213 cells, MMTV-luciferase reporter, dexamethasone, overnight; actives 1% (n = 370,000); activation, % at 9.1 µM; in the data active = activation above about 7.8%;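 also: 0% = vehicle wells and 100% = reference activator wells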
sPLA2-III inh: human group III sPLA2 inhibitors, primary screen, biochemical, QFRET, BODIPY PC-A2 liposome substrate; QFRET BODIPY PC-A2 liposome hydrolysis, fluorescence; actives 0.56% (n = 370,000); inhibition, % at 12.2 µM; Group 3 secretory phospholipase A2 (Homo sapiens), Q9NZ20;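 active = inhibition above mean plus 3 SD of compounds lying within the high and low control bounds, cut at about 19% in these data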;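 also: 0% = median of test compound wells and 100% = no enzyme DMSO wells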
Target sequence (Q9NZ20 whole entry, looked up): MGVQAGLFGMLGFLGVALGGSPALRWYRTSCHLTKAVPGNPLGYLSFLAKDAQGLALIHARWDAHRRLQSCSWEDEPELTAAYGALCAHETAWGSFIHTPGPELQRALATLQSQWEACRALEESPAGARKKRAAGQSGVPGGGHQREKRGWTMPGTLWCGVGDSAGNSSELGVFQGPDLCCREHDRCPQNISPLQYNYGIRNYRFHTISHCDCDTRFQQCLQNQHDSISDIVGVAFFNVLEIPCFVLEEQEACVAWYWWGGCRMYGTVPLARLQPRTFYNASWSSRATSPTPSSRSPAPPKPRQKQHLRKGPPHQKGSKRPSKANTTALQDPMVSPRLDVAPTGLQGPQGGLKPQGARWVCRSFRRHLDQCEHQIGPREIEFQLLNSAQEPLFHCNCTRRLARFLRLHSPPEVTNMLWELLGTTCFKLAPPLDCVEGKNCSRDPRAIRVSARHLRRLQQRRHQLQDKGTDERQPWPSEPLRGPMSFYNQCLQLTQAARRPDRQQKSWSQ
* marks the source's active call; other numbers are inactive results.

`COc1ccccc1OCc1cc(C(=O)N(C)CCC2CCCCO2)no1` (stereo unspecified) gave GC-B act 1, GAA850 FXN act 0.1, DAX1 inh-1 5.0*, hcDAF12 agonist 2.8, ssDAF-12 act 0.2, KLK7 zymogen act -0.8, DAX1 inh-2 1.9, hgDAF-12 ag 11*, GC-A act 0, SMARCA2 activ 11* and sPLA2-III inh 1.
Screening CCOC(=O)N1CCN(S(=O)(=O)c2ccc(C)c(C(=O)NC3CCCCC3)c2)CC1 returned GC-B act 2, GAA850 FXN act -1.1, DAX1 inh-1 0.2, hcDAF12 agonist 0.7, ssDAF-12 act -0.9, KLK7 zymogen act 0.3, DAX1 inh-2 0.4, hgDAF-12 ag -0.5, GC-A act 0, SMARCA2 activ 0 and sPLA2-III inh 2.
For CCOC(=O)c1cccc(NS(=O)(=O)c2cnc[nH]2)c1 the results were GC-B act 0, GAA850 FXN act 1.0, DAX1 inh-1 -1.1, hcDAF12 agonist 0.4, ssDAF-12 act -0.5, KLK7 zymogen act -0.1, DAX1 inh-2 -1.7, hgDAF-12 ag -0.5, GC-A act 2, SMARCA2 activ -5 and sPLA2-III inh -4.
Screening Cc1ccc2nsnc2c1NS(=O)(=O)c1c(C)ccc2nsnc12 returned GC-B act 9, GAA850 FXN act 0.8, DAX1 inh-1 -0.1, hcDAF12 agonist 0.6, ssDAF-12 act -1.2, KLK7 zymogen act 0.2, DAX1 inh-2 1.6, hgDAF-12 ag 0.6, GC-A act -5, SMARCA2 activ 1 and sPLA2-III inh 0.
For CCCCOc1ccc(CON(C(C)=O)C(C)=O)cc1Cl the results were GC-B act 4, GAA850 FXN act 1.7, DAX1 inh-1 -1.0, hcDAF12 agonist 1.9, ssDAF-12 act -1.0, KLK7 zymogen act 0.7, DAX1 inh-2 2.9, hgDAF-12 ag 6.8, GC-A act 2, SMARCA2 activ 1 and sPLA2-III inh -7.
`COC(=O)[C@@]12CCCCN1[C@H](c1ccc(-c3ccccc3)c(OC)c1)[C@H]1C(=O)N(C)C(=O)[C@H]12` gave GC-B act 3, GAA850 FXN act 1.9, DAX1 inh-1 0.0, hcDAF12 agonist 0.5, ssDAF-12 act -1.4, KLK7 zymogen act -0.3, DAX1 inh-2 -0.1, hgDAF-12 ag -0.2, GC-A act -1, SMARCA2 activ -2 and sPLA2-III inh 4.
`CC(C)N(C(=O)NC(=O)Nc1ccccn1)S(C)(=O)=O` gave GC-B act 10, GAA850 FXN act 1.5, DAX1 inh-1 -0.1, hcDAF12 agonist 2.4, ssDAF-12 act -0.5, KLK7 zymogen act 2.7, DAX1 inh-2 0.4, hgDAF-12 ag 3.9, GC-A act 0, SMARCA2 activ 2 and sPLA2-III inh 0.
Screening COc1ccccc1Cc1c(-c2cccc(Br)c2)nc2ccc(C)cn12 returned GC-B act -4, DAX1 inh-1 3.6, hcDAF12 agonist 4.5, ssDAF-12 act 1.2*, KLK7 zymogen act -2.2, hgDAF-12 ag 12*, GC-A act -11, SMARCA2 activ 1 and sPLA2-III inh 0.
Screening CCCc1c(C(=O)N/N=C/C=C/c2ccccc2)nnn1-c1nonc1N returned GC-B act 0, GAA850 FXN act 1.3, DAX1 inh-1 -0.9, hcDAF12 agonist 0.2, ssDAF-12 act -0.2, KLK7 zymogen act 0.6, DAX1 inh-2 0.9, hgDAF-12 ag -2.1, GC-A act -1, SMARCA2 activ -2 and sPLA2-III inh 0.
`COc1ccc(CNC(=O)N[C@@H](Cc2c[nH]c3ccccc23)C(=O)O)cc1` gave GC-B act 2, GAA850 FXN act -0.2, DAX1 inh-1 -0.3, hcDAF12 agonist 1.8, ssDAF-12 act -0.8, KLK7 zymogen act -0.5, DAX1 inh-2 0.2, hgDAF-12 ag 2.7, GC-A act 5, SMARCA2 activ -2 and sPLA2-III inh -20.
Screening COc1ccccc1Cn1c(=S)[nH]c2ccccc2c1=O returned GC-B act -1, GAA850 FXN act 1.0, DAX1 inh-1 -0.3, hcDAF12 agonist -0.7, ssDAF-12 act -1.0, KLK7 zymogen act -0.7, DAX1 inh-2 0.1, hgDAF-12 ag -1.4, GC-A act 7, SMARCA2 activ -3 and sPLA2-III inh 9.
For Cc1cc(C)c(OCC(=O)Nc2nc(-c3ccccn3)cs2)c(C)c1 the results were GC-B act 10, GAA850 FXN act -3.4, DAX1 inh-1 -1.0, hcDAF12 agonist 2.2, ssDAF-12 act -1.6, KLK7 zymogen act -0.8, DAX1 inh-2 0.3, hgDAF-12 ag -0.9, GC-A act 13, SMARCA2 activ 0 and sPLA2-III inh 8.
CCOc1cc(S(=O)(=O)NCc2ccccc2)c(OCC)cc1-n1cnnn1 was read as GC-B act 3, GAA850 FXN act 1.4, DAX1 inh-1 -0.7, hcDAF12 agonist -2.0, ssDAF-12 act -1.1, KLK7 zymogen act 1.1, DAX1 inh-2 1.0, hgDAF-12 ag -1.7, GC-A act 5, SMARCA2 activ -3 and sPLA2-III inh -5.
`OCC1OC(n2cnc3c(=S)nc[nH]c32)CC1O` (stereo unspecified) gave GC-B act 3, GAA850 FXN act -0.1, DAX1 inh-1 0.4, hcDAF12 agonist -1.8, ssDAF-12 act -0.8, KLK7 zymogen act 0.0, DAX1 inh-2 -0.7, hgDAF-12 ag -7.5, GC-A act -6, SMARCA2 activ 1 and sPLA2-III inh 12.
For CCc1cc2cc(C)ccc2nc1SCC(=O)N1CC(=O)Nc2ccccc21 the results were GC-B act -8, GAA850 FXN act 1.1, DAX1 inh-1 -0.1, hcDAF12 agonist -1.8, ssDAF-12 act -1.2, KLK7 zymogen act -0.3, DAX1 inh-2 -2.7, hgDAF-12 ag -3.0, GC-A act -18, SMARCA2 activ -3 and sPLA2-III inh -10.
`Cc1ccc(NC(=O)C2CCC(=O)N2)cc1C` (stereo unspecified) gave GC-B act 7, GAA850 FXN act -0.4, DAX1 inh-1 -0.2, hcDAF12 agonist -1.1, ssDAF-12 act -0.8, KLK7 zymogen act -0.2, DAX1 inh-2 0.8, hgDAF-12 ag -0.1, GC-A act 3, SMARCA2 activ -3 and sPLA2-III inh 3.
O=[N+]([O-])c1ccc2c(c1Nc1ccccc1Cl)=NC1(CCCCC1)N=2 was read as GC-B act 8, GAA850 FXN act -1.6, DAX1 inh-1 -0.1, hcDAF12 agonist -1.2, ssDAF-12 act -1.0, KLK7 zymogen act -0.3, hgDAF-12 ag 2.3, GC-A act -3, SMARCA2 activ -5 and sPLA2-III inh 9.
c1ccc(Cc2noc(CN3CCC(CN4CCOCC4)CC3)n2)cc1 was read as GC-B act 3, GAA850 FXN act 1.4, DAX1 inh-1 0.7, hcDAF12 agonist -0.7, ssDAF-12 act -1.6, KLK7 zymogen act 0.3, DAX1 inh-2 -1.2, hgDAF-12 ag 0.8, GC-A act 5, SMARCA2 activ -2 and sPLA2-III inh 0.
For Nc1cc(S(=O)(=O)Nc2ccc(Cl)cc2)ccc1N1CCOCC1 the results were GC-B act 3, GAA850 FXN act -1.2, DAX1 inh-1 -1.8, hcDAF12 agonist -4.6, ssDAF-12 act -2.6, KLK7 zymogen act 0.0, DAX1 inh-2 -2.8, hgDAF-12 ag -4.3, GC-A act -1, SMARCA2 activ -3 and sPLA2-III inh -11.
Screening CC(=O)N1CCN(C(=O)c2ccc(C(=O)c3ccccc3)cc2)CC1 returned GC-B act 3, GAA850 FXN act 1.2, DAX1 inh-1 -0.4, hcDAF12 agonist 0.8, ssDAF-12 act -1.1, KLK7 zymogen act 0.4, DAX1 inh-2 -0.9, hgDAF-12 ag 1.2, GC-A act 4, SMARCA2 activ -2 and sPLA2-III inh 0.
Cc1ccc(S(=O)(=O)N2CCCN(C(=O)c3ccc(-n4cccn4)cc3)CC2)cc1 was read as GC-B act 0, GAA850 FXN act 1.7, DAX1 inh-1 -1.4, hcDAF12 agonist 0.2, ssDAF-12 act -0.8, KLK7 zymogen act 0.2, DAX1 inh-2 0.6, hgDAF-12 ag -0.7, GC-A act 2, SMARCA2 activ 2 and sPLA2-III inh -4.
For CC(=O)NC(=S)Nc1ccc2oc(=O)ccc2c1 the results were GC-B act -2, GAA850 FXN act 2.2, DAX1 inh-1 -0.6, hcDAF12 agonist 2.8, ssDAF-12 act -0.7, KLK7 zymogen act 0.2, DAX1 inh-2 3.3, hgDAF-12 ag 3.1, GC-A act -3, SMARCA2 activ -5 and sPLA2-III inh 15.
Screening CC(C)CC(NC(=O)c1ccc(Cl)cc1)C(=O)OCc1cc([N+](=O)[O-])cc2c1OCOC2 (stereo unspecified) returned GC-B act 2, GAA850 FXN act 0.9, DAX1 inh-1 -0.8, hcDAF12 agonist -3.9, ssDAF-12 act -1.9, KLK7 zymogen act 0.2, DAX1 inh-2 -0.6, hgDAF-12 ag 1.2, GC-A act -7, SMARCA2 activ -4 and sPLA2-III inh 3.
Screening Cc1c(N=Cc2ccc[nH]2)c(=O)n(-c2ccccc2)n1C returned GC-B act 5, GAA850 FXN act 1.8, DAX1 inh-1 1.4, hcDAF12 agonist -0.5, ssDAF-12 act -0.6, KLK7 zymogen act -0.1, DAX1 inh-2 -0.2, hgDAF-12 ag 5.3, GC-A act 0, SMARCA2 activ -3 and sPLA2-III inh -2.
Screening C=CCc1ccc(OCCn2cccc2C=O)c(OC)c1 returned GC-B act -4, GAA850 FXN act 4.1, DAX1 inh-1 -0.6, hcDAF12 agonist -0.8, ssDAF-12 act -1.4, KLK7 zymogen act 0.0, DAX1 inh-2 0.3, hgDAF-12 ag 8.1, GC-A act -4, SMARCA2 activ 6 and sPLA2-III inh -1.
Screening COc1cccc(OC)c1-c1nn(-c2ncc(C(F)(F)F)cc2Cl)c(=O)o1 returned GC-B act 6, GAA850 FXN act -0.8, DAX1 inh-1 0.1, hcDAF12 agonist -0.5, ssDAF-12 act -1.3, KLK7 zymogen act -0.7, DAX1 inh-2 -1.1, hgDAF-12 ag -0.5, GC-A act 0, SMARCA2 activ 2 and sPLA2-III inh -1.
Screening CC(C)C(=O)Nc1ccc(NC(=O)c2ccccn2)cn1 returned GC-B act 5, GAA850 FXN act 0.2, DAX1 inh-1 2.5, hcDAF12 agonist 6.7*, ssDAF-12 act 0.0, KLK7 zymogen act -0.3, DAX1 inh-2 -1.9, hgDAF-12 ag 8.7, GC-A act -2, SMARCA2 activ 2 and sPLA2-III inh -3.
